T cell HTS: modulators of CD8 T cell-vesicle binding, primary screen, mouse 2C CD8+ T cells, flow cytometry | calls only at 7 µM | 330,000 tested, 0.068% active | 2C CD8+ T cell-vesicle binding; hits give low values;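 active means response, share of CD8 T cells binding vesicles, and their 90th percentile fluorescence all below set limits, cut at about 80% in these data, passing the limit was not always enough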
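Test system: purified 2C TCR transgenic mouse naive CD8+ T cells. Probe or stimulus: QL9-peptide-loaded Drosophila micro-vesicles bearing Ld, ICAM-1 and B7-1. Incubation: binding step 1.5 h, 37 °C, antibody labelling 20 min, ice. Measured by: flow cytometry of vesicle-bound cells.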
human PMI inhibitors: human PMI inhibitors, high substrate, primary screen, biochemical, fluorescence intensity, high mannose 6-phosphate (AID 1220) | Mannose-6-phosphate isomerase (Homo sapiens) | recombinant PMI enzyme, coupled fluorescence intensity; higher % means a stronger effect | one-dose inhibition, % at 20 µM; IC50 in µM for titrated hits | 190,000 tested, 0.66% active
human PMI inhibition: inhibitors of human PMI, primary screen, biochemical, fluorescence intensity, coupled assay (AID 1209) | Mannose-6-phosphate isomerase (Homo sapiens) | purified PMI enzyme, coupled fluorescence intensity; higher % means a stronger effect | inhibition, % at 20 µM; hits with a dose series show IC50 in µM | 190,000 tested, 0.42% active;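 further: plate controls were DMSO vehicle for no effect and wells lacking substrate for full effect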
M1AAP inhibition: P. falciparum M1AAP inhibitors, biochemical, fluorogenic H-Leu-NHMec substrate, 1536-well (AID 1445). recombinant M1AAP, H-Leu-NHMec fluorogenic kinetic assay; higher % means a stronger effect. one-dose inhibition, % at 30 µM; IC50 in µM for titrated hits. 220,000 tested, 0.42% active;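 active means primary inhibition above the hit cutoff, then over 50% inhibition at one or more dose response concentrations, cut at about 23% in these data, passing the limit was not always enough; inconclusive means conflicting primary data, or primary hits not chosen for dose response; inactive means low primary inhibition, or under 50% at every dose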;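 further: plate controls were DMSO full reaction for no effect and no enzyme background for full effect; strong numbers were not always called active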
RSV antiviral HEp-2: RSV antiviral activity via CPE protection, HEp-2 cells, primary 10 µM value included (AID 2391) | HEp-2 cells, RSV-induced CPE inhibition; higher % means a stronger effect | CPE inhibition, % at 10 µM; hits with a dose series show IC50 in µM | 310,000 tested, 0.13% active; in the data active means a potency from the dose series; inconclusive means CPE inhibition mostly from about 23% at the one dose, without a potency; inactive means the rest, 99 in 100 with CPE inhibition below about 21%; further: strong numbers were not always called active
TNAP activators: human TNAP enzyme activators, primary screen, biochemical, luminescent, no phosphate acceptor, uHTS (AID 1001); Alkaline phosphatase, tissue-nonspecific isozyme (Homo sapiens); purified TNAP, luminescent activation assay, no phosphate acceptor; higher activation fold means a stronger effect; activation fold at 20 µM; hits with a dose series show EC50 in µM; 200,000 tested, 0.03% active; in the data active means activation fold from about 3, or a potency from the dose series; inactive means the rest, 99 in 100 with activation fold below about 1.6; further: many of its hits are not listed in these tables
UTI89 phage lysis: inhibition of K1F phage lysis, E. coli UTI89, bacterial capsule biogenesis inhibitors, alamar blue (AID 488966). E. coli UTI89 K1F phage lysis, alamar blue, 2 h; higher % means a stronger effect. one-dose inhibition, % at 100 µM; IC50 in µM for titrated hits. 340,000 tested, 0.02% active;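 active means phage lysis inhibition, versus mean bacterial control, above a set limit; inconclusive means no clear call, values can overlap the other calls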;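 further: capsule biogenesis inhibitors block K1F phage lysis so surviving cells raise fluorescence; higher fluorescence means more inhibition of phage lysis; actives were called in the ten point dose series up to 300 µM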
West Nile virus CPE: West Nile virus antiviral activity, cell-based, CPE readout (AID 1621). CPE inhibition, % at 10 µM; hits with a dose series show IC50 in µM. 290,000 tested, 0.02% active. West Nile virus-infected cells, CPE inhibition; higher % means a stronger effect; in the data active means a potency from the dose series; inconclusive means CPE inhibition mostly from about 3.7% at the one dose, without a potency; inactive means the rest, 99 in 100 with CPE inhibition below about 2.2%; further: strong numbers were not always called active
P. falciparum M17LAP: P. falciparum M17LAP inhibitors, primary screen, biochemical, fluorogenic H-Leu-NHMec substrate, 1536-well (AID 1619). Leucine aminopeptidase (Plasmodium falciparum (isolate 3D7)). inhibition, % at 30 µM, or IC50 in µM where a hit was titrated. 220,000 tested, 0.38% active. recombinant M17LAP, H-Leu-NHMec fluorogenic kinetic assay; higher % means a stronger effect;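 active means compound inhibiting the enzyme by more than half at any dose during confirmatory dose-response retesting; inconclusive means strong single-dose inhibitors picked by rank but not retested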;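 further: plate controls were full reaction with DMSO carrier for no effect and no enzyme background for full effect; strong numbers were not always called active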
T cell HTS vesicle-bound %: further read-out of T cell HTS, marked with its call; double positive events, %; measured here: CD8+ vesicle-bound cell fraction;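 binding gate set so that unloaded-vesicle control wells show 10% double positive cells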
Numbers without * were called inactive; i = inactive; ? = inconclusive; / = not tested or not shown; [ ] = remark or other dose. Unless noted, no stated cut-off is given here; in the data, active means inhibition above about 50%; inactive means the rest.

SMILES	T cell HTS	T cell HTS vesicle-bound %	human PMI inhibitors	human PMI inhibition	M1AAP inhibition	RSV antiviral HEp-2	TNAP activators	UTI89 phage lysis	West Nile virus CPE	P. falciparum M17LAP
CC(=O)OC1C(N2CCCCC2)c2c(ccc(/C=C/C(=O)N3CCCCC3)c2O)OC1(C)C (stereo not drawn)	i	33	12%	18%	-1%	-0.6%	1	0.5%	0.6%	-4%
O=C(CN1CCCCC1)N1c2ccccc2CCc2ccccc21	i	21	-8%	-7%	-6%	1.0%	1.1	0.2%	1.1%	-2%
Cc1ccc(CSCC(=O)NCc2ccco2)cc1	i	38	7%	11%	4%	-1.0%	1.1	0.2%	0.4%	1%
CCOc1cc(/C=N/NC(=O)c2cc(C)[nH]n2)ccc1OC(=O)c1ccc([N+](=O)[O-])cc1	i	16	12%	12%	4%	1.9%	1.1	/	/	5%
COC(=O)c1cc(OC(=O)CCc2ccc(OC)c(OC)c2)cc(C(=O)OC)c1	i	48	/	/	/	1.1%	/	0.3%	-0.2%	/
CSCC[C@H](NC(=O)Nc1ccc(C)cc1)C(=O)O	i	24	4%	5%	-10%	-0.7%	1.1	0.8%	-0.1%	19%
O=C(OCc1cncs1)c1cccs1	i	23	18%	8%	-5%	0.2%	1	0.0%	0.0%	-4%
CCO[C@H]1OC(C(=O)N2CCN(Cc3ccc4c(c3)OCO4)CC2)=C[C@@H](c2csc3ccccc23)[C@@H]1CCCO	i	13	11%	22%	-2%	17%	1	-0.6%	1.3%	-9%
CCCC(=O)NC(=S)Nc1ccc(NC(=O)c2cccs2)cc1	i	14	-2%	14%	11%	1.0%	1.1	0.0%	-0.7%	6%
COc1ccc(NC(=O)CNS(=O)(=O)c2ccccc2)cc1Cl	i	52	1%	1%	16%	2.1%	1.1	0.1%	-0.2%	7%
CC(=O)Nc1ccc(S(=O)(=O)NC2CC2)cc1	i	53	/	/	/	0.8%	/	-0.2%	0.2%	/
CCOC(=O)c1c(S(=O)(=O)NCC2CCN(CCc3cccs3)CC2)c(C)n(C)c1C	i	16	/	/	/	0.5%	/	0.3%	-0.5%	/
CC(C)N1C(=S)N(Cc2ccco2)C(=O)C1CC(=O)Nc1ccccc1 (stereo not drawn)	i	5	10%	9%	1%	2.8%	1	0.6%	-0.6%	-18%
CN(C(=O)CSc1nnc(-c2ccccc2)o1)c1c(N)n(Cc2ccccc2)c(=O)[nH]c1=O	i	60	-15%	-26%	-5%	0.1%	1	-0.7%	0.2%	-4%
CSC1=NCCN1C(=O)COc1ccccc1	i	9	0%	2%	5%	0.1%	1	0.7%	1.2%	10%
CCOc1ccc(/C=C/C(O)=C2/C(=O)NC3(C)CC2c2ccccc2O3)cc1OC (stereo not drawn)	i	40	-12%	-21%	6%	2.3%	0.9	0.0%	-0.5%	-2%
CN(CCCN1CCOCC1)C(=O)c1cc(COc2cccc(C(F)(F)F)c2)on1	i	58	/	/	/	-1.1%	/	0.1%	-1.9%	/
COC(=O)CCCCCN1C(=O)NC(c2ccccc2)C(C(=O)OCc2ccccc2)=C1C (stereo not drawn)	/	/	7%	6%	-4%	1.7%	1	0.9%	-0.3%	0%
Fc1ccccc1CSc1ncn[nH]1	i	6	-7%	-4%	-3%	1.0%	0.9	-0.3%	-0.9%	38%
O=C(O)c1ccnc(Cl)c1	i	53	3%	10%	-1%	0.3%	1	4.8%	0.4%	-2%
Cc1cc(C(=O)Oc2ccccc2C(=O)O)c(C)o1	i	22	-6%	-6%	4%	-0.2%	1	-0.3%	0.5%	2%
COC(=O)c1cc(CNC(=O)c2ccc(O)c(Cl)c2)ccc1OC	i	42	2%	2%	21%	2.7%	1.1	-0.2%	0.8%	14%
O=[N+]([O-])c1ccccc1NCc1c(O)ccc2ccccc12	i	62	/	/	1%	1.9%	/	0.0%	1.1%	-3%
CN(c1ccc(C(=O)N2CCOCC2)cc1[N+](=O)[O-])C1CCCCC1	i	11	-6%	3%	10%	0.5%	0.9	1.0%	-1.1%	2%
CCCC(=O)N1CCN(c2ccc(NC(=O)c3ccco3)cc2)CC1	i	32	9%	10%	5%	2.6%	1.1	0.1%	-0.1%	12%
Going on with the list:
SMILES	T cell HTS	T cell HTS vesicle-bound %	human PMI inhibitors	human PMI inhibition	M1AAP inhibition	RSV antiviral HEp-2	TNAP activators	UTI89 phage lysis	West Nile virus CPE	P. falciparum M17LAP
CCn1cc(C(=O)NCc2ccc(C)o2)c2cc(OC)c(OC)cc2c1=O	i	13	7%	8%	9%	1.1%	1.1	3.7%	-0.1%	7%
Cc1cc(C)cc(OCC(=O)NNC(=O)CCC(=O)NCc2ccccc2)c1	i	23	-10%	-4%	-2%	-0.7%	1.5	0.1%	0.1%	2%
O=C(OCc1nc2ccccc2s1)c1cccc(N2C(=O)CCC2=O)c1	i	55	-8%	-10%	3%	1.8%	1	0.0%	0.1%	1%
CCn1c(C)[n+](CCOCC[n+]2c(C)n(CC)c3cc(Cl)c(Cl)cc32)c2cc(Cl)c(Cl)cc21	i	21	-5%	-5%	19%	0.1%	1	0.3%	-0.3%	-22%
COc1cc(NC(=S)Nc2ccc(S(=O)(=O)N3CCOCC3)cc2)cc(OC)c1OC	i	43	10%	9%	7%	1.4%	0.9	1.5%[50 µM]	-0.7%	7%
CCC(C)(c1nnnn1-c1c(C)cccc1C)N(N=O)c1cccc(C(F)(F)F)c1 (stereo not drawn)	i	38	10%	18%	-3%	?	1	3.7%	-1.7%	11%
CCc1cccc(C)c1NC(=O)CO/N=C(\N)CC(=O)NC1CCCCC1	i	21	9%	7%	2%	1.2%	1.1	-0.2%	-0.2%	4%
CC(C)CCN1CCN(Cc2ccc3nsnc3c2)CC1CCO (stereo not drawn)	i	57	-4%	2%	3%	-0.7%	1.1	0.5%	-0.7%	0%
CCOc1cccc(C(=O)Nc2cc(-c3nn4c(C)nnc4s3)ccc2C)c1	i	46	10%	11%	2%	-0.3%	1	4.8%	0.2%	17%
COc1ccccc1-c1nc(C#N)c(NCc2ccc(F)cc2)o1	i	24	6%	12%	7%	-0.9%	1.1	-0.5%	-0.2%	2%
O=C(CC12CC3CC(CC(C3)C1)C2)NC(=S)NCc1ccco1	i	43	8%	13%	2%	?	1.1	1.1%	-1.2%	1%
CCCCCCc1cc2cc(S(=O)(=O)c3ccc(Cl)cc3)c(=O)oc2cc1O	i	44	-12%	-10%	4%	8.7%	1.2	-2.8%	-0.8%	-7%
CCN1CCc2c(OCC(=O)N3N=C(c4cccs4)CC3c3ccc(F)cc3)cccc2C1=O (stereo not drawn)	i	42	10%	10%	-2%	13%	1.1	-2.3%	/	-1%
C1=CC2CC1CC2CNCc1ccco1 (stereo not drawn)	i	9	-6%	2%	2%	0.8%	1.1	0.1%	0.7%	-8%
COc1ccc(C2CC(=O)C=C(NCC3CCCO3)C2)cc1 (stereo not drawn)	i	40	5%	-12%	4%	0.5%	1.1	4.0%	0.1%	6%
O=C(O)CSCc1ccc(C(=O)O)o1	i	21	-10%	-7%	2%	0.7%	1.1	0.4%	-0.4%	2%
CCOC(=O)C1CCCN(C(=O)c2ccccc2NC(C)=O)C1 (stereo not drawn)	i	40	13%	14%	4%	1.4%	1.1	-0.3%	0.2%	2%
CC(=O)Nc1ccc(Sc2ncnc3scc(-c4ccccc4)c23)cc1	i	46	7%	19%	0%	7.0%	1	6.1%	-1.0%	5%
CCCCCCCC(=O)N/N=C(\C)c1ccc(N)cc1	i	37	15%	8%	5%	0.2%	1.1	/	0.1%	5%
CCN(C(=O)c1cc2c(=O)[nH]c3ccc(C)cc3c2s1)c1ccc(OC)cc1	i	51	/	/	1%	0.1%	/	0.0%	-0.2%	-1%
CCOC(=O)c1ccc2c(c1)n(CCCS(=O)(=O)[O-])c(/C=C/c1ccc(Cl)cc1)[n+]2CC	i	32	/	/	4%	0.5%	/	0.3%[50 µM]	0.0%	9%
Cc1cc(OCc2cc(C(=O)N(C)CC3CCOCC3)no2)cc(C)c1Cl	i	21	/	/	/	?	/	0.2%	-0.8%	/
CCN(CC)S(=O)(=O)c1ccc(N2CCOCC2)c(NC(=O)COc2ccccc2)c1	i	7	1%	-10%	8%	2.4%	1.2	0.1%	3.0%	4%
COC(=O)c1ccc2[nH]c3c(c2c1)CC(C)CC3 (stereo not drawn)	i	45	/	/	/	5.5%	/	1.0%	-0.9%	/
CC(C)NC(=O)CC(=O)N/N=C\c1ccccc1C(=O)O	i	52	/	/	2%	-1.2%	1.1	0.0%	0.3%	-2%
The list continues.
SMILES	T cell HTS	T cell HTS vesicle-bound %	human PMI inhibitors	human PMI inhibition	M1AAP inhibition	RSV antiviral HEp-2	TNAP activators	UTI89 phage lysis	West Nile virus CPE	P. falciparum M17LAP
CCOc1cc(C(c2c(C)[nH][nH]c2=O)c2c(C)[nH][nH]c2=O)cc([N+](=O)[O-])c1O	i	30	/	/	/	1.6%	/	-0.1%	0.4%	/
O=C(Nc1ccccc1)c1csc(-c2ccccc2)n1	i	51	18%	6%	-13%	3.2%	1.1	i	0.4%	-1%
C=CCNC(=S)Nc1c(N)n(C)c(=O)n(C)c1=O	i	23	/	/	0%	-1.1%	/	0.3%	0.1%	4%
COc1cc(S(=O)(=O)N2CCN(C(=O)c3ccco3)CC2)c(OC)cc1C	i	50	/	/	/	3.3%	/	-0.2%	-0.6%	/
O=C(CSc1ncn[nH]1)Nc1ccc([N+](=O)[O-])cc1Br	i	46	2%	-5%	-3%	1.8%	1	-0.3%	-0.4%	20µM*
O=C(CN(c1ccc(Cl)cc1)S(=O)(=O)c1ccccc1)N1CCN(c2ccccc2)CC1	i	52	18%	22%	-1%	15%	1	-0.1%	-0.8%	0%
Cc1ccc(NC(=O)c2cccnc2C(=O)Nc2ccc(C)cc2)cc1	i	33	3%	0%	0%	1.1%	1.1	1.4%	-0.3%	13%

A different layout for 2 compounds above:
smiles | T cell HTS | T cell HTS vesicle-bound % | human PMI inhibitors | human PMI inhibition | M1AAP inhibition | RSV antiviral HEp-2 | TNAP activators | UTI89 phage lysis | West Nile virus CPE | P. falciparum M17LAP
CCOc1cc(C(c2c(C)[nH][nH]c2=O)c2c(C)[nH][nH]c2=O)cc([N+](=O)[O-])c1O | i | 30 | / | / | / | 1.6% | / | -0.1% | 0.4% | /
O=C(Nc1ccccc1)c1csc(-c2ccccc2)n1 | i | 51 | 18% | 6% | -13% | 3.2% | 1.1 | i | 0.4% | -1%

Compounds as they come. About 1.5% of those tested had a hit in this group.
